PL synth Enamine: blocks phospholipid synthesis in CHO cells, Enamine compounds. ZR-82 CHO cells, pyrene fatty acid UV survival, CellTiter Blue; peroxisome-deficient CHO-K1 mutant line; plus DGAT-1, DGAT-2 and ACAT inhibitors. calls only at 10 µM. 20,000 compounds, 0.4% hits;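 active = cell survival signal 2 SD away from solvent-only control wells, confirmed on one or two retests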;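 also: 3 h compound exposure then viability read about one day after UV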
Calls only; i = inactive; + = active, no number. Only part of the results is shown; rates above refer to the full screens.

canonical_smiles	PL synth Enamine
O=C(c1ccccc1)C(Sc1nnc(-c2ccc3c(c2)OCO3)o1)c1ccccc1 (stereo not given)	+
CCN1CCCC1CNc1ncnc2sc3c(c12)CCC3 (stereo not given)	i
O=S(=O)(c1ccc(F)c(F)c1F)N1CCNCC1	i
CNC(=O)CSc1nc2sc3c(c2c(=O)n1C)CCCC3	i
O=C(OCc1cc2c(cc1Br)OCO2)c1cnccn1	i
C=CCn1c(C)cc(C(=O)CSc2nnc(NC(C)C)s2)c1C	i
CC1CCCC(C)N1Cn1nc2sc3ccccc3n2c1=S (stereo not given)	i
Ic1ccc(-c2ncc3ccccn23)cc1	i
Nc1ccc(OC(F)(F)C(F)F)c(N)c1	i
CCOc1cccc(=O)c2c(C)[nH]c(C)c12	i

3 neighbouring compounds from above, quoted:
canonical_smiles	PL synth Enamine
O=C(c1ccccc1)C(Sc1nnc(-c2ccc3c(c2)OCO3)o1)c1ccccc1 (stereo not given)	+
CCN1CCCC1CNc1ncnc2sc3c(c12)CCC3 (stereo not given)	i
O=S(=O)(c1ccc(F)c(F)c1F)N1CCNCC1	i

Next compounds.
canonical_smiles	PL synth Enamine
CCOC(=O)N1CCN(C(=O)c2cc3c(=O)n4cccc(C)c4nc3s2)CC1	i
O=[N+]([O-])c1c(Oc2ccc(Cl)cc2)nc2sccn12	i
CC1(C)CC2CC(C)(CN2C(=S)NCc2cccs2)C1 (stereo not given)	i
Cc1ccc(S(=O)(=O)OCC(F)(F)C(F)(F)C(F)(F)C(F)(F)C(F)(F)C(F)F)cc1	i
CCCCCCn1c2ccccc2c2nc3ccccc3nc21	i
Cc1ccc(/C=C/C(=O)OC(C)C(=O)C23CC4CC(CC(C4)C2)C3)o1 (stereo not given)	i
Cc1sc2ncnc(N3CC(C)OC(C)C3)c2c1C (stereo not given)	i
c1ccc(-c2ccc(C3=NN4C(C3)c3ccccc3OC43CCCC3)cc2)cc1 (stereo not given)	i
Cc1noc(C)c1S(=O)(=O)NCCc1nnc2ccccn12	i
c1cncc(-c2nc(-n3ccnc3)c3c4c(sc3n2)CCC4)c1	i

In another format: results already given
> Cc1sc2ncnc(N3CC(C)OC(C)C3)c2c1C (stereo not given)
- PL synth Enamine: i

> Cc1noc(C)c1S(=O)(=O)NCCc1nnc2ccccn12
- PL synth Enamine: i

Remaining list, next part.
canonical_smiles	PL synth Enamine
Fc1ccc(-n2c(-c3ccco3)n[nH]c2=S)cc1	i
Cc1cc(C)n(CCCNc2ncnc3sc(C)c(C)c23)n1	i
Fc1ccc(-c2cc3ncnc(SCC4CCCO4)c3s2)cc1 (stereo not given)	i
O=C(O)Cn1nc(-c2cccs2)oc1=O	i
Cc1cc(C(=O)CSc2nnc(-c3cccs3)o2)c(C)n1C1CCS(=O)(=O)C1 (stereo not given)	i
CC1=Nc2ccccc2N2C(=O)C(c3ccccc3)=S=C12	i
CCCN(CCC)CC(O)COc1ccc2c(c1)OCO2 (stereo not given)	i
COC(=O)NNC(=O)CNC(=O)C12CC3CC(CC(C3)C1)C2	i
Cc1cc(C)n2cc(CSC3=NCCS3)nc2n1	i
S=c1nc(-c2ccc(Br)cc2)[nH]c2ccccc12	i
CC1(O)Oc2ccccc2OC1c1ccccn1 (stereo not given)	i
O=[N+]([O-])c1cc(S(=O)(=O)N2CCCC2)ccc1N1CCN(c2ncccn2)CC1	i
CS(=O)(=O)N(c1ccc(Br)cc1)S(=O)(=O)c1ccc(Cl)c([N+](=O)[O-])c1	i
C=CCSc1nc2ccccc2n1CN1CCN(S(=O)(=O)c2ccc3ccccc3c2)CC1	i
CN(Cc1ccc(Cl)cc1)Cc1cc2c(cc1O)OCO2	i
Cc1c(C(=O)N2CCC2)oc2ccc(Br)cc12	i
C(=N\N=C(c1ccccc1)c1ccccc1)/c1c[nH]c2ccccc12	i
C(=N\Nc1ccc2ccccc2n1)/C1=C(N2CCOCC2)C(=C/c2ccccc2)/CC1	i
CC(C1CC2CCC1C2)n1c(-c2cccs2)n[nH]c1=S (stereo not given)	i
Cc1nc(SC(C)C(=O)NC(N)=O)nc(C)c1C (stereo not given)	i
COc1cc(/C=N/OCc2ccc([N+](=O)[O-])cc2)ccc1OC(F)F	i
CCCCn1c(=O)[nH]c(=O)c2c1nc(COC(=O)C1CC1)n2C	i
CCCn1c(C)cc(C(=O)CN2C(=O)C(=O)N(CC)C2=O)c1C	i
OC(CNC12CC3CC(CC(C3)C1)C2)COc1ccc(Cl)cc1Cl (stereo not given)	i
CC1Oc2ccccc2OC1(C)O (stereo not given)	i
Cn1c(N)c(C(=O)COC(=O)CC2CC3CCC2C3)c(=O)n(C)c1=O (stereo not given)	i
O=C(CC12CC3CC(CC(C3)C1)C2)NNC(=O)C1CCCCC1	i
Cn1c(=S)[nH]c2sc3c(c2c1=O)CCC3	i
COc1ccc(C2=CC(c3ccc(Cl)cc3Cl)n3ncnc3N2)cc1 (stereo not given)	i
Cc1cc(C)c2c(c1)/C(=N/NC(=S)NC(C)C)CCC2	i
O=c1c(Cl)c(Nc2ccc3c(c2)CCC3)cnn1-c1ccccc1	i
O=C(CSc1nnc(-c2cccs2)n1C1CC1)c1cc(Cl)sc1Cl	i
Brc1cnc2nc(-c3ccccc3)[nH]c2c1	i
CC(C)n1c2ccccc2n2c(=S)[nH]nc12	i
CSc1nc2ccccc2n1CN1CCN(c2ccc(F)cc2)CC1	i
O=S(=O)(c1ccccc1)c1nc(NC2CC2)sc1Cl	i
O=C(c1cc(Cl)c2c(c1)OCO2)N(CC1CCCO1)C1CCS(=O)(=O)C1 (stereo not given)	i
CC(=O)c1c(C)[nH]c(C(=O)OCc2nc(-c3cccs3)no2)c1C	i
CC(=O)NC(CC(C)C)C(=O)O (stereo not given)	i
CCSc1n[nH]c(=S)s1	i
CC(c1cccs1)n1nccc1NC(=O)CCC(=O)O (stereo not given)	i
FC(F)C(F)(F)Sc1nc2ccccc2[nH]1	i
NC1=NC(c2cccc(Cl)c2)n2c(nc3ccccc32)N1 (stereo not given)	i
Cc1nc(-c2ccc3c(c2)CC(C)N3S(C)(=O)=O)cs1 (stereo not given)	i
Cc1sc2nc(-c3cccs3)nc(NCCCN3CCOCC3)c2c1C	i
CN(C)C(=S)NC1CCCCC1	i
N=C1c2ccccc2CN1NC(=O)CC12CC3CC(CC(C3)C1)C2	i
CC(C)(C)NC(=O)C1CCC2CC3CCC4NC(=O)CCC4(C)C3CC21C (stereo not given)	i
Cn1cccc1C(=O)O	i
Cc1nc(SC(C)C(N)=O)nc(C)c1C (stereo not given)	i

A second format for three compounds above.
Cc1nc(SC(C)C(N)=O)nc(C)c1C (stereo not given)
  PL synth Enamine: i
Cc1nc(-c2ccc3c(c2)CC(C)N3S(C)(=O)=O)cs1 (stereo not given)
  PL synth Enamine: i
FC(F)C(F)(F)Sc1nc2ccccc2[nH]1
  PL synth Enamine: i

Later entries:
canonical_smiles	PL synth Enamine
O=C1NC(=S)S/C1=C\c1ccc(O)cc1	i
O=C(N/N=C/c1c[nH]c2ccc(Br)cc12)C1CC1	i
CSc1nc2ccc(N=Cc3c[nH]c4ccccc34)cc2s1	i
O=c1c2ccccc2nnn1CN1CCN(c2ncccn2)CC1	i
O=C1/C(=C/c2cccnc2)SC(=S)N1CC1CCCO1 (stereo not given)	i
NC(=O)NCC(=O)N1CCN(c2c(F)c(F)c(F)c(F)c2F)CC1	i
COc1cc(N=C(N)N=C(N)N)c(OC)cc1Cl	i
CCCCN(C(=O)c1cnc(C)cn1)c1c(N)n(CCC)c(=O)[nH]c1=O	i
c1ccc(N2CCN(c3nc(N4CCOCC4)c4ccccc4n3)CC2)cc1	i
CN1C(=O)/C(=C/c2c(NCCO)nc3ccccn3c2=O)SC1=S	i
COc1cc(/C=C/c2nc3c(ccc4ccccc43)s2)cc(OC)c1OC	i
c1ccc(C2CNC(c3ccc4c(c3)OCO4)c3[nH]c4ccccc4c32)cc1 (stereo not given)	i
COc1ccc(-c2nnc(SCc3ccc(OC)c(F)c3)o2)c(OC)c1	i
CSc1nc(N)cc(N)n1	i
NC1=C([n+]2ccccc2)c2nc3ccccc3c(=O)n2C1	i
Cc1nnc(SCc2cc(=O)n3[nH]cnc3n2)s1	i
S=c1n(CN2CCOCC2)nc(-c2c[nH]c3ccccc23)n1-c1ccc(Cl)cc1	i
O=C(CSC1=Nc2ccccc2CS1)N1CCc2ccccc21	i
Clc1cccc(NC2=NCCC2)c1	i
O=C(Nc1nnc(C2CC2)s1)C1CCCC1	i
Clc1ccc(C2Nc3ccc(Cl)cc3C(c3ccccc3)O2)cc1 (stereo not given)	i
Cc1nc(SCC(=O)NC2CCS(=O)(=O)C2)c2c3c(sc2n1)CCC3 (stereo not given)	i
CCSc1nnc(SCc2cc(=O)n3ccsc3n2)s1	i
COc1ccc(S(=O)(=O)NC2CCS(=O)(=O)C2)cc1[N+](=O)[O-] (stereo not given)	i
C/C(=N\OCc1nc2c3c4c(sc3ncn2n1)CCCC4)c1cccs1	i
CN1/C(=C2\C=NN(c3ccccc3)P2(=S)OCC2CCCO2)C(C)(C)c2ccccc21 (stereo not given)	i
O=S1(=O)CC/C(=N/Nc2cc(C(F)(F)F)ccc2Cl)c2cc(F)ccc21	i
CCCC[n+]1c2ccccc2cc2ccccc21	i
CC1(C)CC2=NN(c3ccccc3)P(=O)(OCC3CCCO3)C2=C(N2CCCCC2)C1 (stereo not given)	i
O=C(NCC12CC3CC(C1)CC(CNC(=O)C(F)(F)F)(C3)C2)C(F)(F)F	i
Cc1nn(-c2ccccc2)c2c1P(=S)(N1CCCC1)/C(=C1/N(C)c3ccccc3C1(C)C)C=N2 (stereo not given)	i
Cc1ccc(-c2csc(=NC(C)C)n2/N=C/c2ccc(Cl)cc2)cc1C	+
CCC(=O)NC1=NCCS1	i
Cn1c(N)nc2c(ncn2C2OC(CO)C(O)C2O)c1=O (stereo not given)	i
OCCn1c(COc2cc(Cl)ccc2Cl)nc2ccc(Cl)cc21	i
NC(N)=Nc1ccc(Cl)cc1	i
Oc1ccc(N=Nc2ccc(F)cc2)c2cccnc12	i
CC1(C)CC(=S)C=C(N2CCOCC2)C1	i
Cn1c(N)c(C(=O)CSc2nc3sc4c(c3c(=O)n2C2CCCC2)CCCC4)c(=O)n(C)c1=O	i
O=S(=O)(Nc1ccc(OC(F)F)c(Cl)c1)c1ccc(F)c(F)c1	i
CCOC(=O)Cc1nc2sc(C)c(C)c2c(=O)[nH]1	i
COc1ccc(S(=O)(=O)N2CCNCC2)cc1OC	i
c1ccc(-c2nc(-n3nc4ccccc4n3)nc3ccccc23)cc1	i
Cc1cc(-n2c(C)cc(C(=O)CSc3nnc(-c4cccs4)o3)c2C)no1	i
Cc1ccc(/C=C/C(=O)O)s1	i
C(=N\N1CCOCC1)/c1ccccn1	i
OC(Cn1cnc2ccccc21)Cn1c2ccccc2c2ccccc21 (stereo not given)	i
c1ccc(-c2nnc(SCc3nc4ccccc4s3)nc2-c2ccccc2)cc1	i
CC(=O)OCc1ccc(/C=C/C(=O)O)o1	i
COC(=O)C12CC3CCC(CC(C(=O)OC)(C1)C3=O)C2=O	i

(list continues)
canonical_smiles	PL synth Enamine
Clc1ccc(C2Nc3ccc(Br)cc3C(c3ccccc3)O2)cc1 (stereo not given)	i
NC(=O)COC(=O)c1ccc([N+](=O)[O-])o1	i
COC(=O)c1c(C)[nH]c(C(=O)C(C)OC(=O)c2c(C)noc2C)c1C (stereo not given)	i
CCC(=O)N(c1nnc(SCC(=O)c2c(N)n(C)c(=O)[nH]c2=O)s1)C1CC1	i
CSCCC(N=C1NS(=O)(=O)c2ccccc21)C(=O)O (stereo not given)	i
O=C(O)/C=C/C(=O)N1CCCCC1	i
Cc1ccc(NP(=O)(Nc2ccc(C)cc2)C(F)(F)C(F)(F)C(F)(F)F)cc1	i
CC1(C)CC(=O)C=C(Nc2sc3c(c2C(N)=O)CCCC3)C1	i
c1ccc(-c2csc(=NC3CCCCC3)n2N=C2CCCC2)cc1	i
CC(C)NC(=S)NNc1c(Cl)cc(Cl)cc1Cl	i
CCCC(C)NC(=O)Cn1c(=O)/c(=C\c2ccc(C)s2)s/c1=C\C(=O)C(C)(C)C (stereo not given)	i
CCOC(=O)c1ccc(C[N+]2(C)CCOCC2)o1	i
Clc1ccc(/C=C2\CCCc3c2nc2ncnn2c3-c2ccc(Cl)cc2Cl)c(Cl)c1	i
Cc1csc(NC(=O)C(C)(C)Br)n1	i
O=C(OCc1cn2ccccc2n1)c1cc(=O)c2ccccc2o1	i
Cn1ccnc1SCc1cn2cc(Cl)ccc2n1	i
Cn1c2nc(=Nc3ccccc3)n3c(c2c(=O)n1-c1ccccc1)CCCCCC3	i
O=C(CCS(=O)(=O)CCN1CCOCC1)NCNC(=O)CCS(=O)(=O)CCN1CCOCC1	i
CC(=O)NC(C(=O)O)=C(Cl)Cl	i
O=C(CN1C(=O)NC2(CCCc3ccccc32)C1=O)NC1CCSc2ccccc21 (stereo not given)	i
CC(C)CN(CC(C)C)C(=O)C[N+]12CC[N+](CC(=O)N(CC(C)C)CC(C)C)(CC1)CC2	i
O=C(COCC(=O)N1CCOCC1)N1CCOCC1	i
Cc1c2c3n(c4c(F)c(F)ccc4n3c1Sc1ccc(Cl)cc1)CCCC2	i
O=S(=O)(/C=C/c1ccccc1)N1CCN(Cn2nc3c(Cl)cc(Cl)cn3c2=S)CC1	i
